NTR1 ag: agonists of NTR1, primary screen, imaging, U2OS cells, beta-arrestin-GFP, high content (AID 493036); P30989; NTR1-U2OS beta-arrestin-GFP spot imaging, agonist mode; activation, % at 20 µM; 330,000 tested, 0.17% active;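 active means activation at or above 40% of the spot to cytoplasm intensity ratio, with at least 20 cells analyzed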;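 further: 0% = DMSO without peptide and 100% = 100 nM NTR1 peptide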
Target sequence (P30989 whole entry, looked up): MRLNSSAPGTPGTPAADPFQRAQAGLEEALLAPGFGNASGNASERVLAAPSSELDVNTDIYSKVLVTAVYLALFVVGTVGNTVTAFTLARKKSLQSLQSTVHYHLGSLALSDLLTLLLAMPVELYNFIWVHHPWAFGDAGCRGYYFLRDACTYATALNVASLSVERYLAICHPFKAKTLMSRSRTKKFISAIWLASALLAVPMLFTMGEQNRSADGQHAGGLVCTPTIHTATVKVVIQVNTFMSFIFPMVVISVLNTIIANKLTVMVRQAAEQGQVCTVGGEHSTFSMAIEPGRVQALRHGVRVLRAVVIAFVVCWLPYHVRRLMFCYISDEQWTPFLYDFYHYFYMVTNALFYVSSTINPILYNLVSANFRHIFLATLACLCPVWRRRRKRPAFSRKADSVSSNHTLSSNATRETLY
SV40 large T antigen: TAg ATPase/helicase activity blockers – biochemical (AID 1903) | SV40 large T antigen ATPase/helicase inhibition assay; higher % means a stronger effect | inhibition, % at 20 µM, or IC50 in µM where a hit was titrated | 310,000 tested, 0.39% active; in the data active means a potency from the dose series; further: strong numbers were not always called active
GPR55 LPI antagonism: GPR55 antagonists blocking LPI-driven arrestin recruitment, primary screen, imaging, U2OS, beta-arrestin-GFP, LPI agonist (AID 2013); U2OS GPR55 beta-arrestin-GFP translocation imaging, LPI antagonism; higher % means a stronger effect; inhibition, % at 10 µM; hits with a dose series show IC50 in µM; 290,000 tested, 0.13% active;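 active means spots per cell inhibited over 60%, with over 100 cells counted and total cytoplasm intensity under 500,000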;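 further: U2OS cells stably carrying GPR55 and arrestin-GFP stimulated by 5 µM LPI near EC80; imaged beta-arrestin-GFP aggregate spots per cell after agonist stimulation; plate controls were LPI-stimulated DMSO wells for no effect and DMSO wells without LPI for full effect; some results filed as inactive read as strong as hits; confirmed hits need IC50 under 10 µM and bright autofluorescent wells are also inconclusive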
Rac1 GTP hydrolysis: MgcRacGAP GTPase-activating activity inhibitors, confirmation, biochemical, ADP Hunter fluorescence; AID 624330; one-dose inhibition, % at 30 µM; IC50 in µM for titrated hits; 340,000 tested, 0.6% active; MgcRacGAP-stimulated Rac1 GTP hydrolysis, ADP Hunter fluorescence; higher % means a stronger effect; GST-tagged Rac1 F28L mutant substrate;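 active means first-screen hits whose inhibition reached a set limit at any dose in the follow-up dose series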;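 further: fluorescence reports GDP produced by GAP-driven GTP hydrolysis; strong numbers were not always called active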
LYP inhibition: inhibitors of LYP phosphatase, biochemical, fluorescence intensity, uHTS (AID 1779); recombinant LYP phosphatase, fluorescence intensity; higher % means a stronger effect; one-dose inhibition, % at 11.5 µM; IC50 in µM for titrated hits; 290,000 tested, 0.054% active; in the data active means inhibition above about 50%;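 further: plate controls were vehicle with enzyme for no effect and no enzyme for full effect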
T cell HTS: T cell immune modulators affecting CD8 T cell-vesicle binding; calls only at 7 µM; 2C CD8+ T cell-vesicle binding, flow cytometry; active compounds read low; 330,000 tested, 0.068% active;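 active means response, share of CD8 T cells binding vesicles, and their 90th percentile fluorescence all below set limits, cut at about 80% in these data, passing the limit was not always enough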
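Assay system – 2C mouse CD8+ T cells · Also added – QL9-loaded Drosophila micro-vesicles · Timing – Cell–vesicle co-incubation 1.5 h at 37 °C, staining 20 min on ice · Signal – flow cytometry of vesicle-bound cells · Measure – percent CD8+ FL2 mean versus row control · Controls – Peptide-free naked vesicles (low) and QL9 vesicles with 0.7% DMSO vehicle (high)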
GPR35 antagonists: inhibition of zaprinast-stimulated GPR35 beta-arrestin translocation – imaging, U2OS, beta-arrestin-GFP, zaprinast agonist, primary screen (AID 2058). U2OS GPR35 beta-arrestin-GFP translocation imaging, zaprinast antagonism; higher % means a stronger effect. inhibition, % at 10 µM, or IC50 in µM where a hit was titrated. 290,000 tested, 0.052% active;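 active means inhibition of at least 50% with at least 30 cells and total cytoplasm GFP at most 10,000,000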
Hep lipid drop: hepatic lipid droplet formation modulation. AML12 mouse hepatocytes, oleate lipid droplets, BODIPY imaging. inhibition, % at 6.5 µM. 240,000 tested, 0.4% active;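 active means lipid droplet intensity inhibited by at least 50%, with more than 500 cells counted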
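Assay system: AML12 hepatocytes (mouse); Probe or stimulus: oleic acid at 100 µM to induce lipid droplet formation; Dosing: compound at 6.5 µM only; Schedule: compound with oleate, overnight; Detection: fluorescence imaging, 20x objective, two fields per well; Measure: % inhibition of lipid droplet signal.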
GPR55 beta-arrestin: GPR55 agonists via beta-arrestin recruitment, primary screen, imaging, U2OS cells, beta-arrestin-GFP redistribution (AID 1961) | U2OS GPR55 beta-arrestin-GFP redistribution imaging; higher % means a stronger effect | 290,000 tested, 0.048% active | one-dose activation, % at 10 µM; EC50 in µM for titrated hits;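 active means activation above 40% with more than 50 cells counted in the well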;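 further: U2OS osteosarcoma cells stably expressing GPR55 and beta-arrestin-GFP; plate controls were DMSO negative control for no effect and LPI positive control for full effect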
Hep lipid drop cells 6.5 µM: also measured in Hep lipid drop; calls as there; cell count; measured here: cell count, cytotoxicity flag;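 cells counted across two imaged fields per well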
T cell HTS vesicle-bound %: further read-out of T cell HTS, marked with its call; double positive events, %; measured here: CD8+ vesicle-bound cell fraction;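 binding gate set so that unloaded-vesicle control wells show 10% double positive cells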
NTR1 ag cell count 20 µM: second read-out of NTR1 ag, no call of its own (marks repeat the call); cell count; measured here: cell count, cytotoxicity flag
* = called active by the depositor; i = inactive; · = no result given.

mol	T cell HTS vesicle-bound %	NTR1 ag cell count 20 µM	GPR35 antagonists	Rac1 GTP hydrolysis	GPR55 LPI antagonism	GPR55 beta-arrestin	T cell HTS	SV40 large T antigen	NTR1 ag	Hep lipid drop cells 6.5 µM	Hep lipid drop	LYP inhibition
CC(C)c1ccc(NC2(C#N)C(=O)Nc3ccccc32)cc1 (centres undefined)	30	38	-8%	1%	15%	-0.1%	i	12%	2.4	·	·	-5%
CC(=O)Nc1ccc(NC(=O)Cn2c(CC(=O)N3CCCC3)nc3ccccc32)cc1	46	66	-8%	10%	-1%	0.2%	i	6%	-0.6	·	·	-10%
Cc1c(Cl)cccc1NC(=O)COC(=O)CCc1nc2ccccc2n1-c1ccccc1	2	68	14%	0%	18%	0.6%	i	15%	1.6	653	12	4%
CC(NCC1(N2CCOCC2)CCCCC1)C(=O)N1CCc2ccccc21 (centres undefined)	36	79	-6%	14%	0%	-0.2%	i	-2%	-0.5	718	9	-13%
CC(=O)C1C(c2ccco2)c2c(noc2C)CC1(C)O (centres undefined)	35	87	2%	5%	2%	-0.2%	i	0%	0.4	710	5	-9%
CCO/C(C)=C1\C(=O)N(CC)c2ccccc21	42	61	4%	3%	0%	0.2%	i	0%	-0.9	·	·	-5%
Cc1ccc(-c2noc(C3CCCCC3)n2)cc1	9	38	10%	9%	16%	-0.1%	i	12%	-0.6	·	·	-7%
CC(Sc1nnc(-c2cccs2)n1N)C(=O)NCC1CCCO1 (centres undefined)	21	55	·	0%	·	·	i	11%	-0.6	·	·	·
CC(C)c1ccc(NC(=O)NC2CC3CCC(C2)N3Cc2cccs2)cc1 (centres undefined)	20	41	-7%	5%	2%	-0.1%	i	10%	-0.4	756	7	-6%
CCCCc1ccc(-c2csc(/C(C#N)=C/c3ccco3)n2)cc1	55	62	2%	7%	13%	-0.2%	i	3%	3.4	677	4	7%
COc1ccccc1N1CCN(C(=O)CCCN2C(=O)c3cccc4cccc(c34)C2=O)CC1	11	61	-6%	10%	-6%	-0.1%	i	4%	4.3	713	-1	3%
O=C(Nc1cccc(S(=O)(=O)NC2=NCCC2)c1)c1cc(-c2ccccn2)nc2ccccc12	32	63	11%	12%	8%	0.1%	i	10%	2.9	746	2	-11%
O=c1[nH]c(C2CCN(S(=O)(=O)c3cccc([N+](=O)[O-])c3)CC2)nc2c1nnn2Cc1ccccc1	19	41	-12%	3%	2%	0.5%	i	10%	3.8	836	7	8%
CCOC(=O)C1CCN(S(=O)(=O)c2ccc(OCC(=O)OC)cc2)CC1	52	49	5%	5%	1%	0.0%	i	-9%	0.1	799	-2	-1%
CC(C)CC(c1nnnn1C(C)C)N1CCN(c2cccc(Cl)c2)CC1 (centres undefined)	57	49	3%	9%	0%	0.1%	i	-3%	-0.2	·	·	0%
CCN1C(=O)[C@H]2[C@@H](c3ccc(-c4ccc(Cl)c(Cl)c4)cc3)N[C@@](C)(C(=O)OC)[C@H]2C1=O	33	61	·	9%	·	·	i	8%	1.4	·	·	·
O=C(C1COc2ccccc2O1)N1CCc2ccccc2C1 (centres undefined)	32	73	-12%	3%	-10%	0.6%	i	-6%	-1.3	739	1	-6%
Cc1cccc(C(=O)NCC(=O)OCc2nnc(-c3ccccc3)o2)c1	58	54	·	8%	·	·	i	25%	2.2	·	·	·
CC1(C)Cc2ccccc2-c2nc(CN3CCOCC3)[nH]c(=O)c21	39	89	10%	-2%	15%	0.2%	i	6%	-0.1	·	·	-2%
O=C(NCc1ccc2c(c1)OCO2)c1ccc(Br)cc1	27	52	-6%	2%	13%	-0.2%	i	4%	-1.3	831	13	-9%
CCN(CC)C(=O)CSC1=Nc2ccccc2C2=NC(c3ccccc3)C(=O)N12 (centres undefined)	23	81	3%	-4%	-14%	-0.1%	i	8%	-0.8	808	-1	-8%
COc1ccccc1NC(=S)NC12CN3CN(CN(C3)C1)C2	45	96	6%	9%	6%	0.5%	i	17%	0.3	697	0	-6%
CCn1c(Cc2cccc3ccccc23)nnc1SCC(=O)Nc1nccs1	55	38	41%	10%	2%	-0.2%	i	12%	0.8	727	8	-3%
COc1ccc(C2SCC(=O)N2C)cc1 (centres undefined)	·	53	2%	3%	-20%	0.0%	·	10%	3.3	775	2	-10%
Cc1cccc(C)c1N1CCc2cn[nH]c21	46	51	27%	9%	-6%	-0.1%	i	9%	-3.7	·	·	-9%
CC1=C(C(=O)OCC(C)C)C(c2ccsc2)NC(=O)N1 (centres undefined)	45	76	18%	6%	3%	-0.1%	i	6%	2.0	763	-1	3%
N/C(=N\OC(=O)c1ccc2ccccc2c1)c1ccccn1	51	93	0%	7%	-3%	-0.2%	i	9%	3.5	683	-6	-3%
CCN(CC(=O)N1CCOCC1)S(=O)(=O)c1ccccc1	51	55	-9%	0%	-6%	-0.2%	i	8%	-1.5	799	-3	-8%
Cc1cccc(/C=N/NC(=O)c2cc(Br)ccc2O)n1	25	92	-13%	6%	-2%	-0.1%	i	-8%	0.8	·	·	-7%
O=C(O)c1cccc(-n2c(O)c(C=C3N=c4ccccc4=N3)sc2=S)c1	57	53	8%	12%	8%	0.0%	i	22%	-0.7	·	·	0%

mol	T cell HTS vesicle-bound %	NTR1 ag cell count 20 µM	GPR35 antagonists	Rac1 GTP hydrolysis	GPR55 LPI antagonism	GPR55 beta-arrestin	T cell HTS	SV40 large T antigen	NTR1 ag	Hep lipid drop cells 6.5 µM	Hep lipid drop	LYP inhibition
CNc1ccccc1NC(=O)CCn1c(=S)oc2ccccc21	48	57	5%	2%	8%	0.6%	i	26%	-0.8	753	-19	-10%
CCOC(=O)N1CCN(C(=O)CCNS(=O)(=O)c2ccc(C)c(C)c2)CC1	23	63	·	2%	·	·	i	0%	-0.4	·	·	·
COCc1nnc(NC(=O)CCCOc2ccccc2)s1	37	88	-10%	0%	-10%	-0.1%	i	10%	-2.6	723	-3	-2%
COc1cc(COCC(O)CN2CCN(Cc3ccc4c(c3)OCO4)CC2)cc(OC)c1OC (centres undefined)	43	105	6%	5%	11%	0.6%	i	-2%	-0.3	716	0	-8%
Cc1ccc(-c2c3c(nc4sc(C(N)=O)c(N)c24)CCC3)cc1	61	35	7%	-11%	5%	0.6%	i	19%	3.4	·	·	-2%
C=CCN1CC(=O)N2Cc3[nH]c4ccccc4c3C[C@H]2C1=O	40	91	4%	8%	-4%	0.0%	i	21%	-0.9	843	11	-3%
COc1ccc(C(=O)N2N=C(c3cccc(NS(C)(=O)=O)c3)CC2c2cccs2)cc1 (centres undefined)	51	68	-1%	-4%	-11%	0.0%	i	5%	6.6	821	-24	-6%
Cn1nc(-c2ccccc2)c(C(O)c2ccccc2C(F)(F)F)c1Cl (centres undefined)	41	88	1%	5%	12%	-0.3%	i	-2%	1.8	602	-8	4%
Cc1cc(CNC(=S)Nc2ccc(S(=O)(=O)Nc3ncccn3)cc2)nn1C	0	99	4%	6%	9%	-0.1%	i	16%	1.5	844	-2	-9%
COC(=O)c1ccc(Cl)cc1NC(=O)/C=C/c1ccc(C)o1	65	87	-4%	13%	-10%	0.3%	i	21%	2.3	671	2	3%
Cc1c(C(=O)O)sc2nc(/C=C/c3ccccc3OC(F)F)[nH]c(=O)c12	19	49	17%	6%	10%	0.2%	i	11%	-1.2	804	-1	-8%
CC(=O)c1ccc(NC2OC(C)C(O)C(O)C2O)cc1 (centres undefined)	38	65	6%	5%	0%	-0.1%	i	1%	-0.7	599	12	2%
COc1ccc2nc(C(F)(F)C(F)(F)F)c(C#N)c(N)c2c1	42	61	17%	2%	-2%	-0.1%	i	-2%	10	576	-4	-6%
CNC(=O)COC(=O)CNC(=O)c1cc(Cl)cc([N+](=O)[O-])c1	25	55	0%	4%	4%	-0.2%	i	6%	-0.9	687	-2	2%
CC(C)c1ccc(NC2CCCN(C(=O)CN3C(=O)CSC3=O)C2)cc1 (centres undefined)	35	48	-12%	6%	16%	0.2%	i	7%	-0.2	742	9	-4%
O=C(CCNC(=O)C1CCN(S(=O)(=O)c2ccc(F)cc2)CC1)NCc1ccc(F)cc1	12	71	-4%	9%	8%	0.1%	i	28%	0.7	808	3	-9%
CCN(CC)N=Nc1ccc(S(=O)(=O)Nc2c(C)n(C)n(-c3ccccc3)c2=O)cc1	66	42	8%	9%	-4%	-0.1%	i	4%	0.5	839	1	-10%
CCOc1ccc(S(=O)(=O)NCCC(=O)NCCOc2ccccc2)cc1	61	65	·	-1%	·	·	i	18%	-1.0	·	·	·
Cc1csc(NC(=O)CSCC(=O)Nc2ccccc2)n1	38	50	-15%	-6%	8%	-0.2%	i	22%	0.1	672	12	-3%
CCNC(=O)CC1C(=O)N(c2ccc(OC)cc2)C(=S)N1CCc1ccncc1 (centres undefined)	52	60	2%	-3%	-2%	0.5%	i	3%	-1.0	666	-8	-4%
O=C(/C=C/c1cccs1)Nc1ccc(S(=O)(=O)Nc2ncccn2)cc1	50	61	0%	4%	-1%	0.4%	i	2%	0.5	721	-3	-1%
CCOC(=O)C[C@H]1c2ccc(C(F)(F)F)cc2S(=O)(=O)N1Cc1ccccc1	8	103	·	8%	·	·	i	-4%	-0.5	·	·	·
Cc1ccc(CCNC(=O)C2CC(c3ccccc3C(F)(F)F)=NO2)cc1 (centres undefined)	11	97	8%	6%	7%	0.7%	i	12%	-5.4	680	7	-3%
O=c1c(-c2ccnn2-c2ccccc2F)cnc2n1CCS2	44	86	-9%	7%	4%	0.0%	i	4%	-2.1	714	-5	-1%
C[C@@H]1CN(C(=O)c2ccc(OC3CCN(S(=O)(=O)N(C)C)CC3)cc2)C[C@H](C)O1	70	103	0%	4%	-2%	-0.1%	i	1%	0.7	857	4	-5%

Assay outcomes deposited in PubChem by several laboratories.

Outcome played no part in choosing rows; 1.8% or so of the library scored in one or more.
